Nrf2 ARE act: Nrf2 pathway activation; AREc32 ARE-luciferase reporter (MCF7-derived line), luminescence, 24 h; Potency, µM (titrated, usually from 46.1 µM), for the others: top-dose activation, most hits filed as activators; 0.31% of 410,000 active; AID 624171; note: potency is the fitted concentration of half-maximal effect; % of control where 0% means no effect; nearly all actives have a fitted effect of over 65% in size
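ARE activation measured as luciferase luminescence (Steady-Glo, 30 min RT) in AREc32_Fluc cells after 24 hr compound exposure at 37 deg C, 5% CO2; cells seeded overnight at 1000/well in OPTI-MEM, 5% FBS.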
Nrf2 block: blocks Nrf2 signaling. A549 ARE-Fluc reporter, luciferase luminescence, 18-24 h. Potency, µM (top dose mostly 46 µM), for the others: at the top dose activity change, negative = inhibition, usual class: inhibitors. 2.1% of 360,000 active; note: potency is the fitted concentration of half-maximal effect; % is set by controls: 0 for no effect and ±100 for the full control effect; nearly all actives have a fitted effect of over 60% in size
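Concentration-response testing used A549 ARE_Fluc cells at 5000 cells/well. Following an 18-24 h compound incubation, viability was read by fluorescence (Ex 405/Em 525) and luciferase output by luminescence.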
MmCpn inh: M. maripaludis TRiC chaperonin inhibition | purified Mm-Cpn ATPase, ADP Transcreener TR-FRET | 0.031% of 330,000 active | Potency, µM (doses to about 76.9 µM), inactives show at the top dose activity, negative = inhibition, actives largely listed as inhibitors | AID 504842; note: potency is the fitted concentration of half-maximal effect; % is set by controls: 0 for no effect and ±100 for the full control effect; nearly all actives have a fitted effect of over 80% in size
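ATPase read-out: TR-FRET ADP immunoassay (anti-ADP Eu cryptate vs ADP-d2), ex 320 nm, em 590/665 nm; signal drops as ADP forms. Enzyme 25 nM, ATP 10 uM, 30 min at 37°C after 10 min compound preincubation.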
HepG2 tox: HepG2 cytotoxicity, counter-screen for TGF-b inhibitors; HepG2 CAGA-GFP viability, ATP luminescence, 18 h; Potency, µM (series often up to 46.1 µM), inactives show at the top dose activity change, negative = cytotoxicity, hits mostly cytotoxic; 0.76% of 410,000 active; AID 588856; note: potency is the fitted concentration of half-maximal effect; some results filed as inactive show a strong effect at the top dose
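CellTiter-Glo luminescence gave cytotoxicity after 18 hours at 37 degrees C. The cells were HepG2 CAGA-GFP in 1% FBS DMEM, stimulated with 500 pg/mL TGF-beta after compound addition. %Activity was normalised to no-cell wells (complete cell-killing) and DMSO (no toxicity), and curves were fitted and classified.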
Akt phos inh: inhibitors of Akt phosphorylation | Neuro2A IGF-stimulated pAkt S473 HTRF, 20 min; active compounds read low | activity change, % for hits at 50 µM | 0.32% of 360,000 active | AID 651550; in the data active = activity change below about -80%; inconclusive = mostly about -51% to -80%; note: % is set by controls: 0 for no effect and ±100 for the full control effect
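Neuro2A cells (4,500/well, DMEM with 0.5% FBS) were treated with compound at a single 50 µM final concentration, stimulated with 6 nM IGF for 20 min at 37 °C, and lysed. Phospho-Akt Ser473 was read by HTRF as 665/615 ratio ×10^4.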
S2 tox: reduces viability in counter-screen for ATXN expression inhibitors; Potency, µM (top dose mostly 56.7 µM), actives largely listed as cytotoxic; S2 cells (HEK-293 line with an ATXN2-luciferase reporter) viability, CellTiter-Fluor protease fluorescence, 24 h; 0.49% of 400,000 active; AID 651635; note: potency is the fitted concentration of half-maximal effect; nearly all actives have a fitted effect of over 40% in size
CCT modulator: cytosolic chaperonin activity modulation | purified chaperonin ATPase assay, HTRF ADP detection, 30 min | activity change, % (concentration not given with the values), hits read low | 0.3% of 360,000 active | AID 651819; in the data active = activity change below about -30%; note: % is set by controls: 0 for no effect and ±100 for the full control effect
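ATPase activity: ADP formed was measured by HTRF Transcreener (665/615 nm ratio) after 30 min at 37 deg C with 10 uM ATP. Compounds screened at one 76 uM concentration against 40 or 20 nM TRiC in Tris pH 7.4/KCl/MgCl2/DTT buffer.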
A549 tox: counter-screen for Nrf2 inhibitors: cytotoxicity in A549 cells | Potency, µM (doses to about 46 µM), without a hit: at the highest dose activity change, negative = cytotoxicity, actives largely listed as inhibitors | A549 ARE-Fluc cells, CellTiter-Fluor viability, 18-24 h | 0.16% of 390,000 active; note: potency is the fitted concentration of half-maximal effect; % is set by controls: 0 for no effect and ±100 for the full control effect
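Cytotoxicity counterscreen: CellTiter-Fluor fluorescence was measured in A549 ARE_Fluc cells after 18-24 h of compound exposure in a concentration series. The subsequent BugLite luminescent read reports ARE-luciferase activity.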
TGFb SMAD3 inh: blocks TGF-b signaling; 1.2% of 410,000 active; AID 588855; Potency, µM (top dose mostly 46.1 µM), for inactives: at the top dose activity, negative = inhibition, usual class: inhibitors; HepG2 CAGA-GFP TGF-b/SMAD3 reporter, GFP fluorescence, 18 h; TGF-beta stimulated, 500 pg/mL final; note: potency is the fitted concentration of half-maximal effect; % is set by controls: 0 for no effect and ±100 for the full control effect; nearly all actives have a fitted effect of over 65% in size
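Inhibition of TGF-beta-driven CAGA-GFP reporter expression in HEPG2 cells is measured by cellular GFP fluorescence after 18 h stimulation with 500 pg/mL recombinant TGF-beta in 1% FBS medium at 37 degrees C.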
Active calls of the source: *; [ ] = another dose, or the depositor's remark. Unless noted, calls come from the whole dose curve; as a rule, active = well fitted curve in the direction sought with a large enough effect; inconclusive = small, poorly fitted or top-dose-only effect, or another doubt; inactive = no such curve, though single readings can be large; an effect the other way counts as inactive or inconclusive. Random draw from the library (roughly 4.4% active in at least one column).

COC(=O)Cn1ccnc1[N+](=O)[O-] was read as Nrf2 ARE act -1.2%, HepG2 tox -27.9%, Akt phos inh inactive, S2 tox inactive, CCT modulator -2.6 and TGFb SMAD3 inh 4.2%.
`CCOC(=O)c1sc(NC(=O)C2CC(=O)N(c3ccc(OC)cc3)C2)nc1C` (stereo unspecified) gave Nrf2 ARE act -0.4%, Nrf2 block 8.7%, MmCpn inh 0.2%, HepG2 tox 1.4%, Akt phos inh inactive, S2 tox inactive, CCT modulator -4.0, A549 tox 1.9% and TGFb SMAD3 inh 28.0%.
OCCCNc1nccc(-c2cc(Nc3cccc(Cl)c3)ncn2)n1 was read as Nrf2 ARE act -3.1%, Nrf2 block 2.06µM*, MmCpn inh -0.6%, HepG2 tox -13.5%, Akt phos inh inactive, S2 tox inconclusive, CCT modulator -5.8, A549 tox -17.4% and TGFb SMAD3 inh 0.447µM*.
CC(=O)NC(c1ccc(F)c(F)c1)c1nc(-c2cccc(C(=O)O)c2)cs1 (stereo unspecified) was read as Nrf2 ARE act 4.6%, HepG2 tox -1.8%, Akt phos inh inactive, S2 tox inactive, CCT modulator -0.6 and TGFb SMAD3 inh 16.7%.
COCCCNc1nc2ccccc2[nH]c1=O was read as Nrf2 ARE act 4.0%, Nrf2 block 7.8%, MmCpn inh -2.2%, HepG2 tox 5.7%, Akt phos inh inactive, S2 tox inactive, CCT modulator 0.0, A549 tox -0.3% and TGFb SMAD3 inh -4.6%.
COC(=O)c1c(-c2cccc(OC)c2)csc1N was read as Nrf2 ARE act -0.1%, Nrf2 block -6.0%, MmCpn inh 0.2%, HepG2 tox -14.2%, Akt phos inh inactive, S2 tox inactive, CCT modulator -0.3, A549 tox -3.4% and TGFb SMAD3 inh 3.8%.
For CCOc1ccc(-n2cc(-c3ccccc3)c3c(NC4CCCC4)ncnc32)cc1 the results were Nrf2 ARE act -0.3%, HepG2 tox -19.5%, A549 tox 10.1% and TGFb SMAD3 inh inconclusive.
Screening C=Cc1ccc(COC(=O)c2cn(CC)c3nc(C)ccc3c2=O)cc1 returned Nrf2 ARE act 0.4%, Nrf2 block 5.3%, MmCpn inh 1.3%, HepG2 tox -5.3%, Akt phos inh inactive, S2 tox inactive, CCT modulator -1.3, A549 tox 2.0% and TGFb SMAD3 inh 0.0%.
Screening COc1ccc2c(c1)c1c(c(=O)n(-c3ccc(F)c(Cl)c3)c(=O)n1Cc1ccccc1C)n2C returned Nrf2 ARE act -0.1%, Nrf2 block 6.9%, HepG2 tox 2.5%, S2 tox inactive, A549 tox -1.4% and TGFb SMAD3 inh 20.6%.
COc1cc(CCC(=O)Nc2ccc(S(=O)(=O)NC3=NCCCCC3)cc2)cc(OC)c1OC was read as Nrf2 ARE act 0.2%, Nrf2 block 0.0%, MmCpn inh 1.0%, HepG2 tox -25.1%, Akt phos inh inactive, S2 tox inactive, CCT modulator 2.2, A549 tox 0.5% and TGFb SMAD3 inh 1.5%.
CCCN1CCN(CC2=C(C(=O)OCC)C(c3ccc(OC(C)C)cc3)NC(=O)N2)CC1 (stereo unspecified) was read as Nrf2 ARE act -1.0%, Nrf2 block 8.9%, HepG2 tox -12.7%, S2 tox inactive, A549 tox -8.2% and TGFb SMAD3 inh -1.9%.
`NS(=O)(=O)c1ccc(NC(=O)Cc2c(F)cccc2Cl)cc1` gave Nrf2 ARE act -0.1%[9.22 µM], Nrf2 block -19.0%, MmCpn inh -0.1%, HepG2 tox -2.2%, Akt phos inh inactive, S2 tox inactive, CCT modulator 3.5, A549 tox 3.2% and TGFb SMAD3 inh -4.4%.
For COc1ccc(CC(=O)Nc2cc(S(=O)(=O)N3CCCCC3)ccc2N2CCN(C)CC2)cc1 the results were Nrf2 ARE act 0.3%, Nrf2 block -0.5%, MmCpn inh -0.4%, HepG2 tox -18.4%, Akt phos inh inactive, S2 tox inactive, CCT modulator -0.7, A549 tox -6.7% and TGFb SMAD3 inh -12.0%.
Screening CCCCC(=O)Nc1nc(C)c(-c2csc(Nc3cc(OC)ccc3OC)n2)s1 returned Nrf2 ARE act -0.4%, Nrf2 block 12.3%, MmCpn inh -23.2%, HepG2 tox -11.7%, Akt phos inh inactive, S2 tox inactive, CCT modulator -7.9, A549 tox -1.9% and TGFb SMAD3 inh -11.5%.
Screening CC(C)c1nnc(NC(=O)CCC(=O)NCc2ccc(F)cc2)s1 returned Nrf2 ARE act -0.4%, Nrf2 block inconclusive, MmCpn inh -1.5%, HepG2 tox 0.7%, Akt phos inh inactive, S2 tox inactive, CCT modulator 1.3, A549 tox 1.0% and TGFb SMAD3 inh -8.6%.
`CC1(C)CC(=O)C2=C(C1)N1C(=C(C#N)C2c2ccccc2Cl)N=C(N)c2ccccc21` (stereo unspecified) gave Nrf2 ARE act -0.1%, Nrf2 block inconclusive, MmCpn inh 0.0%, HepG2 tox -2.0%, Akt phos inh inactive, S2 tox inconclusive, CCT modulator -2.1, A549 tox inconclusive and TGFb SMAD3 inh 1.1%.
For O=C(COC(=O)c1cccc2ccccc12)NCC1CCCO1 (stereo unspecified) the results were Nrf2 ARE act -1.6%, Nrf2 block 14.7%, MmCpn inh -1.3%, HepG2 tox -1.1%, Akt phos inh inactive, S2 tox inactive, CCT modulator -0.6, A549 tox 5.7% and TGFb SMAD3 inh -13.3%.
O=C(Nc1ccc(-c2cc3ccccc3oc2=O)c(Cl)c1)c1cccnc1 was read as Nrf2 ARE act 1.0%, Nrf2 block -9.8%, MmCpn inh 0.0%, HepG2 tox -4.8%, Akt phos inh inactive, S2 tox inactive, CCT modulator 1.5, A549 tox -6.8% and TGFb SMAD3 inh -7.0%.
`N#Cc1c(N)nc2c(c1-c1ccccc1)CCC2` gave Nrf2 ARE act 8.4%, Nrf2 block 15.3%, MmCpn inh -1.3%, HepG2 tox -8.5%, Akt phos inh inactive, S2 tox inactive, CCT modulator -2.2, A549 tox -12.5% and TGFb SMAD3 inh 6.9%.
Screening Cc1ccc(-n2ncc3c(Nc4ccc(Oc5ccccc5)cc4)ncnc32)cc1 returned Nrf2 ARE act 0.6%, HepG2 tox 0.3%, S2 tox inactive, A549 tox -2.7% and TGFb SMAD3 inh 8.5%.

Retrieved one by one from the entries so far:
`CC1(C)CC(=O)C2=C(C1)N1C(=C(C#N)C2c2ccccc2Cl)N=C(N)c2ccccc21` (stereo unspecified) gave Nrf2 ARE act -0.1%, Nrf2 block inconclusive, MmCpn inh 0.0%, HepG2 tox -2.0%, Akt phos inh inactive, S2 tox inconclusive, CCT modulator -2.1, A549 tox inconclusive and TGFb SMAD3 inh 1.1%.
`N#Cc1c(N)nc2c(c1-c1ccccc1)CCC2` gave Nrf2 ARE act 8.4%, Nrf2 block 15.3%, MmCpn inh -1.3%, HepG2 tox -8.5%, Akt phos inh inactive, S2 tox inactive, CCT modulator -2.2, A549 tox -12.5% and TGFb SMAD3 inh 6.9%.

Next results.
For O=C(O)C1C2C=CC(C2)C1C(=O)OC1CC2CCC1C2 (stereo unspecified) the results were Nrf2 ARE act 0.1%, Nrf2 block 0.7%, MmCpn inh -1.6%, HepG2 tox -7.5%, Akt phos inh inactive, S2 tox inactive, CCT modulator -1.0, A549 tox 11.8% and TGFb SMAD3 inh -0.2%.
O=C(C[C@H]1C[C@H](C(=O)N2CCCCC2)[C@@]2(CCc3ccccc3)c3[nH]c4cc(-c5ccco5)ccc4c3CCN2C1=O)NCc1ccco1 was read as Nrf2 ARE act 6.2%, Nrf2 block -17.7%, MmCpn inh -6.6%, HepG2 tox -3.8%, Akt phos inh inactive, S2 tox inactive, CCT modulator 1.2, A549 tox -7.0% and TGFb SMAD3 inh -32.4%.
COC(=O)CSc1nc2ncc(Cl)cc2[nH]1 was read as Nrf2 ARE act -0.2%, MmCpn inh 0.9%, HepG2 tox -2.3%, Akt phos inh inactive, S2 tox inactive, CCT modulator -2.5, A549 tox -0.3% and TGFb SMAD3 inh 0.0%.
For Cc1ccc(NCN2C(=O)C3CC=C(Cl)CC3C2=O)cc1 (stereo unspecified) the results were Nrf2 ARE act -0.4%, Nrf2 block -8.7%, MmCpn inh 2.0%, HepG2 tox 2.4%, Akt phos inh inactive, S2 tox inactive, CCT modulator -3.9, A549 tox -17.3% and TGFb SMAD3 inh 5.2%.
`Cc1cccc(Nc2nnc(SCc3cc(=O)n4cc(C)ccc4n3)s2)c1` gave Nrf2 ARE act 0.3%, Nrf2 block -8.8%, MmCpn inh 0.7%, HepG2 tox -21.2%, Akt phos inh inactive, S2 tox inactive, CCT modulator -0.7, A549 tox 10.2% and TGFb SMAD3 inh inconclusive.
For CCc1cccc(-n2c(=O)c3cccnc3n2CC(=O)NCc2ccccc2Cl)c1 the results were Nrf2 ARE act -0.4%, Nrf2 block 8.9%, HepG2 tox 3.7%, A549 tox 15.6% and TGFb SMAD3 inh 0.8%.
Screening CC(NC(=O)C(=O)N1CCCCC1)C(c1cccs1)N1CCN(c2ccc(F)cc2)CC1 (stereo unspecified) returned Nrf2 ARE act -0.1%, Nrf2 block inconclusive, MmCpn inh 3.5%, HepG2 tox -0.6%, Akt phos inh inactive, S2 tox inactive, CCT modulator -1.9, A549 tox -4.9% and TGFb SMAD3 inh 6.7%.
For CC(=O)C12C3C4C(C5C1C3C5(Br)C41OCCO1)C21OCCO1 (stereo unspecified) the results were Nrf2 ARE act -0.9%, Nrf2 block 2.0%, MmCpn inh -1.2%, HepG2 tox -6.8%, Akt phos inh inactive, S2 tox inactive, CCT modulator 0.8, A549 tox -1.4% and TGFb SMAD3 inh 1.5%.

Screening results (PubChem BioAssay)
